DPM-DC inhibit: S. pneumoniae DPM-DC inhibitors, primary screen, biochemical, PK/LDH-coupled NADH fluorescence | diphosphomevalonate decarboxylase (Streptococcus pneumoniae D39) | purified DPM-DC | calls only at 10 µM | 65,000 tested, 0.49% active | AID 556, 2006;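 active = the 320 compounds with the highest percent inhibition in the single-dose primary screen, excluding strongly autofluorescent ones, cut at about 32% in these data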;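 note: kinetic rate of NADH fluorescence loss reporting ADP formed by the decarboxylase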
HT1080 viability: cytotoxicity in HT1080 fibrosarcoma cells, cell-based, fluorescence readout (AID 620). HT1080 viability, fluorescence; higher % means a stronger effect. cytotoxicity, % at 10 µM; hits with a dose series show EC50 in µM. 87,000 tested, 0.42% active;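 note: cells exposed to compound overnight then 4 h with Alamar Blue; 0% = vehicle DMSO and 100% = killing control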
PMK inhibit: S. pneumoniae PMK inhibitors, primary screen, biochemical, mevalonate pathway, pilot trial included | 65,000 tested, 0.49% active | purified PMK, PK/LDH-coupled NADH absorbance 340 nm | phosphomevalonate kinase (Streptococcus pneumoniae D39) | inhibition, % at 10 µM;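 active = top-ranked compounds by inhibition in the single 10 µM screen, taking a fixed number of the strongest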;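 note: 0% = full reaction with DMSO carrier and 100% = background rate without enzyme reaction; no value below 0 was filed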
LYP inhibition: LYP phosphatase inhibitors, primary screen, biochemical, DiFMUP fluorescence, recombinant catalytic domain, 10 µM (AID 606). recombinant LYP catalytic domain, DiFMUP fluorescence; higher % means a stronger effect. one-dose inhibition, % at 10 µM; IC50 in µM for titrated hits. 52,000 tested, under 10 active. Tyrosine-protein phosphatase non-receptor type 22 (Homo sapiens);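 active = IC50 under 40 µM in the dose-response test; inactive = IC50 of 40 µM or more, or never dose-tested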
TNAP inhibition: human TNAP enzyme inhibitors, biochemical, luminescent (AID 518) | Alkaline phosphatase, tissue-nonspecific isozyme (Homo sapiens) | purified TNAP enzyme, luminescent substrate readout; higher % means a stronger effect | inhibition, % at 20 µM, or IC50 in µM where a hit was titrated | 64,000 tested, 0.09% active; in the data active = a potency from the dose series; inactive = the rest, 99 in 100 with inhibition below about 22%;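 note: plate controls were vehicle for no effect and reference inhibitor for full effect; many of its hits are not listed in these tables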
HPDE-C7 viability: cytotoxicity in HPDE-C7 cells, cell-based, fluorescence, HTS (AID 430). one-dose cytotoxicity, % at 10 µM; EC50 in µM for titrated hits. 63,000 tested, 1.8% active. HPDE-C7 pancreatic duct cells viability, fluorescence; higher % means a stronger effect;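 note: cells exposed to compound for 48 hours before viability readout; 0% = vehicle and 100% = reference cytotoxic drug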
HPDE-C7K KRASV12: cytotoxicity in KRAS-transformed pancreatic duct cells, primary screen, cell-based, fluorescence, HTS (AID 431); 63,000 tested, 1.7% active; cytotoxicity, % at 10 µM; hits with a dose series show EC50 in µM; HPDE-C7K KRASV12 cells, Alamar Blue viability, 48 h; higher % means a stronger effect;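 active = compounds whose percent cytotoxicity in the single-dose primary screen, scaled between solvent and toxic-drug controls, exceeds 50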;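 note: 0% = DMSO solvent wells and 100% = doxorubicin-treated wells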
Bfl-1 inhibitors: Bfl-1 inhibitors, primary screen, biochemical, fluorescence polarization, FITC-Bid, mouse (AID 432); FITC-Bid BH3 peptide fluorescence polarization displacement; higher % means a stronger effect; one-dose displacement, % at 20 µM; IC50 in µM for titrated hits; 64,000 tested, 0.02% active; in the data active = a potency from the dose series; inactive = the rest, 99 in 100 with displacement below about 15%; note: strong numbers were not always called active
MK inhibit: S. pneumoniae MK inhibitors, primary screen, biochemical, PK/LDH-coupled NADH absorbance | purified MK, PK/LDH-coupled NADH absorbance 340 nm | 65,000 tested, 0.48% active | mevalonate kinase [Streptococcus pneumoniae D39] | inhibition, % at 10 µM;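 active = ranked among the strongest by inhibition in the single 10 µM screen, a fixed top-ranked set picked for dose follow-up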; note: no value below 0 was filed
PMK inhibit pilot replicates: also measured in PMK inhibit; calls as there; inhibition, %; measured here: pilot screen replicates
MK inhibit pilot replicates: recorded beside MK inhibit, whose call it bears; inhibition, %; measured here: pilot screen replicates
DPM-DC inhibit pilot screen %: also measured in DPM-DC inhibit; calls as there; inhibition, %; measured here: pilot screen trials
An asterisk follows results filed as active; i = inactive; . = no result given; + = active, no number. Cut-off read from the data, not from the text of the source, unless noted: active = cytotoxicity above about 50%; inactive = the rest.

The first two records, ahead of the listing:
SMILES	DPM-DC inhibit	HT1080 viability	PMK inhibit	LYP inhibition	TNAP inhibition	HPDE-C7 viability	HPDE-C7K KRASV12	Bfl-1 inhibitors	MK inhibit	others
COc1ccc(CCCc2nnc(SCC(=O)Nc3cc(C)c(C)cc3Br)o2)cc1	i	3%	0	7%	6%	-14%	-9%	-4%	8
O=C(CSc1nnc(CNC(=O)c2cccs2)o1)c1ccccc1	i	.	14	0%	15%	1%	1%	1%	3

The whole of this part, from the first entry:
SMILES	DPM-DC inhibit	HT1080 viability	PMK inhibit	LYP inhibition	TNAP inhibition	HPDE-C7 viability	HPDE-C7K KRASV12	Bfl-1 inhibitors	MK inhibit	others
COc1ccc(CCCc2nnc(SCC(=O)Nc3cc(C)c(C)cc3Br)o2)cc1	i	3%	0	7%	6%	-14%	-9%	-4%	8
O=C(CSc1nnc(CNC(=O)c2cccs2)o1)c1ccccc1	i	.	14	0%	15%	1%	1%	1%	3
CCOc1cc(C)nc(N2CCN(C3CCCCC3)CC2)n1	i	-8%	12	.	6%	12%	20%	-8%	0
CCN(CC)CCNC(=O)CCn1c(=S)[nH]c2cc3c(cc2c1=O)OCO3	i	4%	7	7%	17%	-6%	-5%	-9%	1	PMK inhibit pilot replicates=2.5;MK inhibit pilot replicates=0.0;DPM-DC inhibit pilot screen %=1.5
CCCSc1nc2c(cnn2-c2ccccc2)c(=O)[nH]1	i	3%	4	9%	5%	-1%	-1%	-2%	6
O=C(Nc1ccc2c(c1)OCO2)C1CC(c2c(F)cccc2Cl)=NO1 (stereo not drawn)	i	.	1	4%	9%	4%	9%	-2%	5
CCCCOC(=O)Cn1c(=N)n(CCN2CCOCC2)c2ccccc21	i	-3%	4	-1%	8%	-2%	10%	-4%	8	PMK inhibit pilot replicates=3.0;MK inhibit pilot replicates=0.0;DPM-DC inhibit pilot screen %=0.0
Cc1cc(C)nc(NS(=O)(=O)c2ccc(NC(=O)CCCN3C(=O)c4ccccc4C3=O)cc2)n1	i	0%	11	12%	2%	2%	5%	-7%	10
Nn1c(SCc2nc3ccccc3[nH]2)nnc1C1CCCCC1	i	-6%	9	10%	-18%	5%	2%	-7%	10
O=C(COC(=O)c1cccnc1Nc1cccc(C(F)(F)F)c1)NCCN1C(=O)CSC1=O	i	-4%	16	.	9%	7%	30%	4%	1
CC1(C)Cc2c(C#N)c(N3CCN(C(=O)c4ccccc4)CC3)nc(-c3ccco3)c2CS1	i	-9%	0	17%	5%	11%	12%	-2%	2
O=C(O)CSc1cccc2cccc(C(=O)O)c12	i	4%	20	15%	8%	2%	-7%	-2%	2
Cc1noc(C)c1COc1cccc(C(=O)OCC(=O)N2CC(=O)Nc3ccccc32)c1	i	39%	13	-2%	4%	5%	24%	-2%	1
O=C(CCn1nnc2ccccc21)Nc1nnc(Cc2ccc(F)cc2)s1	i	-4%	9	.	0%	-33%	-49%	5%	5
COCCCNC(=O)c1ccc2c(=O)n(C3CCCC3)c(=S)[nH]c2c1	i	-3%	15	.	10%	-10%	-7%	-2%	7
O=C(NCC1CCCO1)C(C(=O)c1ccc(F)cc1)n1ccccc1=O (stereo not drawn)	i	-5%	5	0%	-3%	16%	43%	-3%	0
COC(=O)CSc1ncnc2c1sc1nc(-c3ccco3)c3c(c12)CC(C)(C)OC3	i	-14%	4	-9%	7%	15%	15%	-2%	2
CCCOC(=O)c1ccc(OCC(O)CN2C(=O)NC(C)(C)C2=O)cc1 (stereo not drawn)	i	-2%	8	19%	6%	-27%	-22%	5%	6
NC(=O)CSc1nc2scc(-c3ccco3)c2c(=O)n1-c1ccccc1	i	-9%	5	3%	12%	1%	0%	-5%	9
CC(=O)NCc1ccc(-c2csc(N)n2)s1	i	2%	18	24%	5%	-4%	-6%	1%	0
Cc1onc(-c2ccccc2)c1C(=O)N1CCCSC1=Nc1ccccc1	i	0%	15	3%	15%	-18%	-5%	-4%	2	PMK inhibit pilot replicates=4.0;MK inhibit pilot replicates=0.0;DPM-DC inhibit pilot screen %=5.5
NS(=O)(=O)c1ccc(CCNc2nc(CN3CCOCC3)nc3sc4c(c23)CCC4)cc1	i	0%	3	.	2%	-1%	6%	-5%	10
CCCN(C(=O)CSc1nnc(-c2ccoc2C)n1N)C1CCS(=O)(=O)C1 (stereo not drawn)	i	-1%	19	2%	6%	6%	6%	48%	0	PMK inhibit pilot replicates=0.5;MK inhibit pilot replicates=0.0;DPM-DC inhibit pilot screen %=0.0
O=C(CN(C(=O)CNC(=O)c1ccco1)c1ccc2c(c1)OCO2)NC1CCCCC1	i	1%	22	0%	7%	-31%	-13%	9%	0
CCC(O)c1cc2c(cc1NC(=O)c1ccc(C)cc1)OCCO2 (stereo not drawn)	i	2%	1	15%	6%	-2%	6%	-2%	7
SMILES	DPM-DC inhibit	HT1080 viability	PMK inhibit	LYP inhibition	TNAP inhibition	HPDE-C7 viability	HPDE-C7K KRASV12	Bfl-1 inhibitors	MK inhibit	others
CCN1C(=O)c2ccc(C(=O)Nc3nccs3)cc2C1=O	i	40%	3	.	10%	-5%	-10%	-4%	11
COc1ccc(N2C(=O)CCC(C(=O)N3CCCCC3)C2c2ccc(F)cc2)cc1 (stereo not drawn)	i	-4%	10	11%	8%	-17%	-6%	-16%	0
C=CCn1c(=N)n(CC(=O)OC)c2ccccc21	i	5%	11	.	5%	-3%	8%	-4%	12
COc1ccccc1CNC(=O)Cn1nnc(-c2ccncc2)n1	i	4%	11	11%	11%	-4%	-3%	1%	2
Cc1ccc(N2CC(C(=O)NCCCn3ccnc3)CC2=O)cc1 (stereo not drawn)	i	0%	7	.	10%	-7%	5%	-7%	0
C=CCn1c(Cc2cccs2)nnc1SCC(=O)Nc1ccc(OC)cc1	i	3%	9	16%	9%	-39%	-23%	6%	10
CN(C)c1oc(COc2ccc(F)cc2)nc1C#N	i	.	4	.	0%	-1%	-4%	-3%	10
O=C1CC(c2cccs2)c2cc3c(cc2N1)OCCO3 (stereo not drawn)	i	-4%	0	4%	10%	6%	3%	-3%	7
CCn1cc(C(=O)Nc2nncs2)c(=O)c2cc(F)c(N3CCN(C(=O)c4ccco4)CC3)cc21	i	-8%	19	0%	3%	2%	-5%	-9%	5
COc1ccc(-c2nc(SC)n(S(=O)(=O)c3ccccc3)n2)cc1	i	-5%	4	.	14%	-1%	13%	2%	6	PMK inhibit pilot replicates=0.0;MK inhibit pilot replicates=0.5;DPM-DC inhibit pilot screen %=0.0
c1ccc(OCc2nnc3sc(C4COc5ccccc5O4)nn23)cc1 (stereo not drawn)	i	3%	0	7%	-2%	-15%	-21%	2%	5
CCOC(=O)C1C(=O)CC(C)(O)C(C(=O)OCC)C1c1ccc(Br)cc1 (stereo not drawn)	i	-5%	4	1%	-1%	-6%	6%	0%	8
Cc1ccc(-c2cn3c(=S)[nH]nc3s2)cc1	i	4%	16	-16%	18%	7%	-1%	0%	99*
O=C(CSc1oc(-c2ccco2)nc1S(=O)(=O)c1ccc(F)cc1)NCC1CCCO1 (stereo not drawn)	i	0%	6	-2%	.	.	.	.	12
O=C(CSc1nnc(-c2ccco2)o1)NC1CCCCCC1	i	2%	15	4%	10%	-2%	3%	-2%	3
CC(=O)N1CCN=C1SCc1cccc(C(F)(F)F)c1	i	24%	10	7%	-1%	-2%	6%	4%	4
O/N=C1/CCSc2ccccc21	i	4%	9	-2%	8%	-13%	-10%	2%	5
Cc1ccc2cc3c(N)c(C(=O)N4CCOCC4)sc3nc2c1	i	3%	10	8%	13%	0%	-10%	-2%	9
CC(=O)c1cc(C)ccc1OC(=O)c1cccnc1	i	8%	2	3%	1%	-6%	-4%	1%	6
Cc1ccc(CNC(=O)C2CCN(S(=O)(=O)c3c(C)noc3C)CC2)cc1	i	-7%	19	4%	9%	-27%	-8%	7%	+	PMK inhibit pilot replicates=0.0;MK inhibit pilot replicates=10*;DPM-DC inhibit pilot screen %=6.5
Cc1ccc(-c2nnn(CC(=O)N(CCO)C(C(=O)NC(C)(C)C)c3ccncc3)n2)cc1 (stereo not drawn)	i	3%	16	.	8%	1%	0%	-8%	1
N#CC(C#N)=c1ccc2c(c1)N1C3=C(CCCC3)CC3CCCCC31N=2 (stereo not drawn)	i	2%	9	.	19%	72%*	72%*	-4%	7
COCCn1c(N)c(C(=O)NCC2CCCO2)c2nc3ccccc3nc21 (stereo not drawn)	.	-4%	3	.	-3%	11%	16%	-1%	11
O=C(NC1c2ccccc2-c2ccccc21)N1CCCCC1	i	-5%	0	3%	5%	-4%	-18%	7%	7

Arranged by length of the SMILES (largest number first): some entries from above.
SMILES	DPM-DC inhibit	HT1080 viability	PMK inhibit	LYP inhibition	TNAP inhibition	HPDE-C7 viability	HPDE-C7K KRASV12	Bfl-1 inhibitors	MK inhibit	others
CCn1cc(C(=O)Nc2nncs2)c(=O)c2cc(F)c(N3CCN(C(=O)c4ccco4)CC3)cc21	i	-8%	19	0%	3%	2%	-5%	-9%	5
CCN(CC)CCNC(=O)CCn1c(=S)[nH]c2cc3c(cc2c1=O)OCO3	i	4%	7	7%	17%	-6%	-5%	-9%	1	PMK inhibit pilot replicates=2.5;MK inhibit pilot replicates=0.0;DPM-DC inhibit pilot screen %=1.5
CCCOC(=O)c1ccc(OCC(O)CN2C(=O)NC(C)(C)C2=O)cc1 (stereo not drawn)	i	-2%	8	19%	6%	-27%	-22%	5%	6
Cc1onc(-c2ccccc2)c1C(=O)N1CCCSC1=Nc1ccccc1	i	0%	15	3%	15%	-18%	-5%	-4%	2	PMK inhibit pilot replicates=4.0;MK inhibit pilot replicates=0.0;DPM-DC inhibit pilot screen %=5.5
O=C(NC1c2ccccc2-c2ccccc21)N1CCCCC1	i	-5%	0	3%	5%	-4%	-18%	7%	7

From PubChem BioAssay
